Screens (PubChem)
aSyn rescue: inhibitors of alpha-synuclein toxicity in yeast; Yeast expressing alpha-synuclein, growth rescue, BacTiter-Glo, 24 h; Potency, µM (highest dose often 46.1 µM), without a hit: top-dose growth rescue (activation), hits mostly activators; 370,000 tested, 0.14% active; AID 652106; further: potency means the concentration at half of the fitted maximal effect; % of control where 0% means no effect; nearly all actives have a fitted effect of over 65% in size
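Screening used galactose-induced yeast with toxic alpha-synuclein levels, exposed to compound for 24 hr at 30 deg C. Cell growth, read with BacTiter-Glo luminescence, gave the measured signal.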
PLK1 PBD block: blocks phosphopeptide binding to human PLK1 polo-box domain. P53350. Plk1 PBD binding of FITC phosphopeptide, fluorescence polarization. Potency, µM, for inactives: max response, negative = inhibition, hits mostly inhibitors. 360,000 tested, 2.8% active. AID 720504; further: potency means the concentration at half of the fitted maximal effect; series mostly up to about 57 µM; on the % scale 0 is the no-effect control and ±100 the full control effect; nearly all actives have a fitted effect of over 65% in size
FUS suppressor: suppressors of FUS proteinopathy in yeast; AID 1347120; S. cerevisiae FUS-expressing, growth rescue, OD600, 24 h; 390,000 tested, 0.24% active; Potency, µM (series often up to 76.6 µM), inactives show at the top dose growth rescue (activation), usual class: activators;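 further: potency means the concentration at half of the fitted maximal effect; plate controls were DMSO vehicle for no effect and reference control for full effect; nearly all actives have a fitted effect of over 55% in size; some results filed as inactive show a strong effect at the top dose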
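Toxicity suppression screen in FUS-yeast. Cells induced with 2% galactose, starting OD 0.005, treated 24hr at 30C with compounds at multiple final concentrations; growth by OD600.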
WRN helicase inh: WRN helicase (human) inhibition; WRN helicase unwinding, fluorescent forked duplex, kinetic; Potency, µM (top dose mostly 114 µM), without a hit: top-dose activity change, negative = inhibition, usual class: inhibitors; 360,000 tested, 0.46% active; AID 651768; further: potency means the concentration at half of the fitted maximal effect; on the % scale 0 is the no-effect control and ±100 the full control effect; nearly all actives have a fitted effect of over 55% in size
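Screening of the MLSMR collection measured strand separation of a quenched forked DNA duplex (100 nM) by 20 nM WRN with 2 mM ATP, all final. Compounds were preincubated with enzyme 15 min at room temperature.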
EPAC1 antag: blocks human EPAC1 exchange factor | 360,000 tested, 0.14% active | EPAC1 GEF assay, Rap1b-BODIPY-GDP exchange fluorescence | Potency, µM (top dose mostly 115 µM), inactives show at the highest dose activity change, negative = inhibition, actives largely listed as inhibitors | O95398 | AID 720709;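 further: potency means the concentration at half of the fitted maximal effect; plate controls were vehicle for no effect and positive control for full effect; nearly all actives have a fitted effect of over 50% in size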
Target sequence (O95398 whole entry, looked up): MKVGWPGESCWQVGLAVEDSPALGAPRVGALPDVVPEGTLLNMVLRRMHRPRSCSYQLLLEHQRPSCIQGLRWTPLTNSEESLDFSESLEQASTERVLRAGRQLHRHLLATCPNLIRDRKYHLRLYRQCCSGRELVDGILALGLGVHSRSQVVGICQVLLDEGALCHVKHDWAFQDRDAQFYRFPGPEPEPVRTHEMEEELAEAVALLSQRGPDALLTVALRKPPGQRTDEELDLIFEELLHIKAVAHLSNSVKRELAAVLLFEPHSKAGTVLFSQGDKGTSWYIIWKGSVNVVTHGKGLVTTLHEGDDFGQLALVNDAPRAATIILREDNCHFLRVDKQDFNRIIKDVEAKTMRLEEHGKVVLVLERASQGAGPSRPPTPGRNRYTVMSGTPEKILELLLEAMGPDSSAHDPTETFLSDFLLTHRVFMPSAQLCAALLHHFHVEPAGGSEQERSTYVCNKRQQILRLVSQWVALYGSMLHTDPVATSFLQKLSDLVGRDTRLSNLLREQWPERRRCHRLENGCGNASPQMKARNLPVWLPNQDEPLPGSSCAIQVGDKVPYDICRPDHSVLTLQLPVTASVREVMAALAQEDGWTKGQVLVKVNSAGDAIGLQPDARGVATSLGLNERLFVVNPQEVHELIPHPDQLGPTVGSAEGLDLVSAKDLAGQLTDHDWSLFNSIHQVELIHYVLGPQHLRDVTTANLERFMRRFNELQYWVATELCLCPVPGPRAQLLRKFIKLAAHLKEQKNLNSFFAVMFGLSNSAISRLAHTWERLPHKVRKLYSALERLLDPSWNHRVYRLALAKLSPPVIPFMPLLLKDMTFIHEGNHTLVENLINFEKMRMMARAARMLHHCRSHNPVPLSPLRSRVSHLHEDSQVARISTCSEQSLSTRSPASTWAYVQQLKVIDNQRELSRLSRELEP
Abeta rescue: compounds reversing amyloid beta toxicity in yeast; yeast expressing A-beta42, growth rescue, OD600, 48 h; response scale: 0% DMSO, 100% iron-clioquinol control; Potency, µM (doses to about 46.1 µM), for the others: at the top dose growth rescue, most hits filed as activators; 410,000 tested, 0.063% active; AID 1347071; further: potency means the concentration at half of the fitted maximal effect; nearly all actives have a fitted effect of over 55% in size
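Growth rescue measured by 600 nm absorbance after 48 h yeast culture at 30 C with compound. Values normalized between DMSO and an equimolar ferric chloride plus clioquinol control.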
IL-2 act: activates IL-2 in a cell-based reporter assay. 360,000 tested, 0.065% active. IL-2 activation reporter assay, cell-based qHTS; stimulated with anti-CD3/CD4/CD28 beads; in transgenic mouse T cells. activation, % (series mostly up to about 46 µM); in the data active means activation above about 50%; inconclusive means mostly about 30% to 49%; further: 0% is about no effect
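Unstimulated transgenic mouse T cells; 60-min compound exposure; bead-based TCR/CD4/CD28 stimulation; 18 h culture, 37 degrees C; dual fluorescence (EGFP, DsRed) plate cytometry.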
EPAC1 ag: EPAC1 (human) agonism; O95398; EPAC1 agonist qHTS, biochemical assay; response scale: 100% = response to 6.5 mM cAMP; Potency, µM (doses to about 154 µM), without a hit: at the top dose activation, usual class: activators; 360,000 tested, 0.073% active; AID 720707; further: potency means the concentration at half of the fitted maximal effect; nearly all actives have a fitted effect of over 60% in size
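Nucleotide exchange assay: 100 nM EPAC1 with 250 nM Rap1B loaded with BODIPY-GDP and 50 uM GDP, room temperature. Fluorescence (480/540 nm) read every 5 min for 30 min; signal change normalized to 6.5 mM cAMP as full agonist.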
PI5P4Ka inh: PI5P4K alpha (human) kinase inhibition; 330,000 tested, 1.2% active; PI5P4Kalpha enzyme, ADP-Glo luminescence, 60 min; active compounds read low; max response, %; active means max response of -50% or lower; inconclusive means between -30% and -50%; inactive means -30% or higher; further: value at the top dose of about 77 µM; on the % scale 0 is the no-effect control and ±100 the full control effect
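Compounds were pin-transferred onto PI5P4Kalpha and substrate in HEPES pH 7.4 buffer with EGTA, CHAPS and 5% DMSO. ATP (5 microM final) started the reaction, which ran 60 minutes at room temperature before ADP-Glo detection.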
Active calls of the source: *; u = inconclusive; x = no result given; & = joins results of further samples; [ ] = remark or other dose. Unless noted, the call rests on the fitted dose curve; in most records, active means well fitted curve in the direction sought with a large enough effect; inconclusive means small, poorly fitted or top-dose-only effect, or another doubt; inactive means no such curve, though single readings can be large; an effect the other way counts as inactive or inconclusive.

SMILES	aSyn rescue	PLK1 PBD block	FUS suppressor	WRN helicase inh	EPAC1 antag	Abeta rescue	IL-2 act	EPAC1 ag	PI5P4Ka inh
CC(C)c1ccc(Nc2nc(CC(=O)O)cs2)cc1	1%	-12%	x	-10%	-14%	7%	-1.0	-14%	0
Cc1cccc(Nc2c3c(nc4ccccc24)CCC3)c1	-11%	1%	9%	13%	3%	-12%	-4.4	-1%	-1
Cc1ccc(Nc2ccc(C(N)=O)cc2[N+](=O)[O-])cc1C	-5%	-4%	-18%	5%	-4%	-6%	-2.2	-12%	0
Cn1cnc(S(=O)(=O)Nc2ccccc2C(=O)NCC2CC2)c1	-9%	-12%	8%	-26%	-21%	-3%	-1.0	9%	2
CSCCC(C(=O)Nc1c(C)cccc1C)n1c(-c2cnc(C)cn2)nc2ccccc21 (configuration not stated)	2%	-12%	43%	-6%	-19%	-8%	0.1	1%	u
COc1cc2[nH]c(=S)n(Cc3ccc(C)cc3)c(=O)c2cc1OC	-4%	-12%	10%	-8%	-2%	2%	-2.1	0%	-2
CC1C(=O)OC(c2ccc(Br)cc2)C(C)(C)C1=O (configuration not stated)	16%	-26%	-14%	2%	11%	26%	2.4	3%	-3
COCCn1nnnc1C(c1cc2cc(C)ccc2[nH]c1=O)N1CCN(C2CCCCC2)CC1 (configuration not stated)	3%	1%	-8%	-5%[57.1 µM]	3%	16%	1.0	3%	x
O=C(CN1CCN(S(=O)(=O)c2ccc(Cl)cc2)CC1)Nc1ccc(F)cc1F	28%	-24%	20%	6%	1%	8%	-3.6	-10%	5
Cc1ccc(N(CC(O)CN2CCCC2)S(=O)(=O)c2ccccc2)cc1 (configuration not stated)	-9%	1%	-4%	-13%	-8%	-4%	-0.5	1%	x
O=C(CN1C(=O)CSC1=O)Nc1ccccc1N1CCOCC1	6%	-14%	23%	2%	0%	12%	0.3	0%	8
Cc1ccsc1C(=O)NNC(=O)c1ccccc1F	-3%	-9%	x	-1%	-20%	-8%	-6.0	-4%	11
CCOc1cccc(CN2CCCC(C(=O)Nc3ccc(-c4ccn[nH]4)cc3)C2)c1O (configuration not stated)	2%	4%	26%	-4%	7%	6%	0.7	3%	2
COc1ccc(-c2cc(C(=O)N3CCCC3)c3ccccc3n2)cc1OC	9%	3%	24%	3%	10%	6%	1.2	-3%	0
CCOc1ccccc1C(=O)NCC(=O)NCCCSc1ccccc1	8%	1%	19%	13%	11%	10%	-1.4	-5%	-9
C=CCOc1cccc(CNn2cn[nH]c2=S)c1	3%	-5%	-10%	-2%	-7%	3%	-1.8	10%	x
COc1cccc(NC(=O)NCC2CCN(Cc3ccc(F)cc3)CC2)c1	0%	-13%	-29%	-7%	-23%	6%	-0.4	15%	-2
CCCCc1ccc(NC(=S)N2CCCC2)cc1	-18%	3%	11%	3%	-2%	11µM*	-3.0	15%	-4
COc1cccc(C(=O)Nc2cccc(NC(=O)c3ccccc3Cl)c2)c1	-1%	-4%	u	-1%	-23%	-8%	-2.1	15%	0
CCc1noc(C)c1C(=O)Nc1nc(-c2ccccc2)cs1	4%	-3%	9%	-7%	-13%	7%	-0.2	11%	2

Given with bars between the fields: five of the compounds above.
compound | aSyn rescue | PLK1 PBD block | FUS suppressor | WRN helicase inh | EPAC1 antag | Abeta rescue | IL-2 act | EPAC1 ag | PI5P4Ka inh
COc1cc2[nH]c(=S)n(Cc3ccc(C)cc3)c(=O)c2cc1OC | -4% | -12% | 10% | -8% | -2% | 2% | -2.1 | 0% | -2
CC1C(=O)OC(c2ccc(Br)cc2)C(C)(C)C1=O (configuration not stated) | 16% | -26% | -14% | 2% | 11% | 26% | 2.4 | 3% | -3
COCCn1nnnc1C(c1cc2cc(C)ccc2[nH]c1=O)N1CCN(C2CCCCC2)CC1 (configuration not stated) | 3% | 1% | -8% | -5%[57.1 µM] | 3% | 16% | 1.0 | 3% | x
O=C(CN1CCN(S(=O)(=O)c2ccc(Cl)cc2)CC1)Nc1ccc(F)cc1F | 28% | -24% | 20% | 6% | 1% | 8% | -3.6 | -10% | 5
Cc1ccc(N(CC(O)CN2CCCC2)S(=O)(=O)c2ccccc2)cc1 (configuration not stated) | -9% | 1% | -4% | -13% | -8% | -4% | -0.5 | 1% | x

Next part
SMILES	aSyn rescue	PLK1 PBD block	FUS suppressor	WRN helicase inh	EPAC1 antag	Abeta rescue	IL-2 act	EPAC1 ag	PI5P4Ka inh
O=C(NCC1CCCO1)C12CN(Cc3ccccc3)CC1C(c1cccc([N+](=O)[O-])c1)=NO2 (configuration not stated)	-7%	-3%	26%	-11%	-11%	2%	-0.3	3%	-2
Cc1ccc(S(=O)(=O)N(C)C)cc1NC(=O)[C@H](Cc1ccccc1)N1C(=O)c2ccccc2C1=O	-1%	-10%	35%	-1%	8%	4%	0.9	7%	-9
COc1ccc(NS(=O)(=O)c2cc(C(=O)N3CCC3)ccc2C)cc1	0%	0%	1%	6%	12%	-3%	-0.4	2%	1
CN1OC[C@@H]2CN[C@H](c3ccc(-c4ccc(C#N)cc4)cc3)C[C@@H]21	0%	-15%	-4%	5%	-1%	-12%	-2.1	-6%	-2
CN(C(=O)CSc1nnc(-c2n[nH]c3ccccc23)o1)c1ccccc1	11%	0%	8%	-15%[57.1 µM]	-24%	-7%	-3.1	-6%	-1
O=C(NCc1ccncc1)c1ccc2nc([C@@H]3O[C@H](CO)[C@H](O)[C@H](O)[C@H]3O)[nH]c2c1	5%	-12%	-20%	-1%	-12%	-5%	-0.2	-2%	1
CCN(CC)S(=O)(=O)c1ccc(/C=C/C(=O)OCC(=O)N(C(C)C)C(C)C)cc1	-1%	1%	8%	-6%	9%	-6%	-0.8	1%	5
CCN1C(=O)[C@H]2[C@@H](c3ccc(-c4ccc5c(c4)OCO5)cc3)N[C@@](Cc3ccccc3)(C(=O)OC)[C@H]2C1=O	-2%	-9%	-8%	0%	-3%	1%	0.9	-5%	4
CN(/N=C/c1ccc([N+](=O)[O-])o1)c1ccccc1	6%	-7%	5%	-34%[57.1 µM]	-23%	-23%	1.6	-1%	5
CCOC(=O)C1=CC[C@@H](c2cc3ccc(OC)cc3n2C)N(S(=O)(=O)c2ccc(C)cc2)[C@H]1C(=O)OCC	-5%	-11%	-23%	-1%	-14%	3%	-1.7	-8%	9
COc1cc(C2Nc3ccccc3NC3=C2C(=O)CC(C)(C)C3)cc(OC)c1OC (configuration not stated)	4%	10%	11%	-6%	u	-4%	0.9	4%	-1
COc1cc2ncnc(NCc3ccc(C)o3)c2cc1OC	-14%	-9%	11%	-14%	-26%	-7%	0.8	5%	0
CC(C)Oc1ccc(CNC(=O)c2cc(S(=O)(=O)N3CCOCC3)cn2C)cc1	0%	-8%	25%	2%	20%	6%	-3.3	1%	0
O=C(Nc1ccc(N2CCOCC2)cc1)C1CCN(S(=O)(=O)c2ccc3c(c2)OCCO3)CC1	-6%	-16%	-1%	u	-13%	-7%	-1.0	3%	2
CC(C)=CCCC(C)c1cc(C(=O)NCCc2ccc(O)cc2)c(N)s1 (configuration not stated)	-1%	-7%	40%	-10%	-5%	-5%	-0.4	-2%	-19
COc1ccc(S(=O)(=O)N(CC(=O)NC2CC2)c2ccc(C)cc2)cc1OC	1%	-4%	5%	4%	-11%	-1%	-1.6	0%	3
O=C(OCC(=O)N1CCCCCC1)c1ccc(Cl)nc1	11%	-7%	-6%	1%	-24%	-1%	0.0	9%	-3
Cc1cc(Br)ccc1SCC(=O)NNC(=O)c1ccco1	11%	-12%	-16%	10%	-3%	-5%	0.0	-4%	-1
O=C(CNC(=O)c1ccc(S(=O)(=O)N2CCCC2)cc1)N/N=C/c1ccccc1	1%	-4%	9%	-5%	8%	2%	-1.2	-2%	-5
CCOC(=O)CCNC(=O)N1CCCC(N2CCN(c3ccc(OC)cc3)CC2)C1 (configuration not stated)	-3%	-4%	4%	-1%	u	-8%	-0.1	-3%	8
Cc1ccc(NC(=O)c2cnn(-c3ccccc3)c2C)cc1	-11%	1%	-12%	-12%	9%	-15%	-0.9	-3%	-2
CN(CCOc1ccccc1)S(=O)(=O)c1ccc2oc3ccccc3c2c1	5%	5%	3%	-10%	-5%	21%	-0.9	7%	1
Cc1cc(C(=O)NCc2ccccc2F)c2ccccc2n1	16%	2%	10%	-4%	11%	0%	0.1	7%	-2
CC(=O)Nc1ccc(C(=O)OCC(=O)Nc2c(C)n(C)n(-c3ccccc3)c2=O)cc1	2%[1.84 µM]	-12%	3%	3%	22%	1%	-0.3	5%	-1
Cc1cc(C)cc(OCC(O)CN2CCC(CN3C(=O)c4cccc5cccc(c45)C3=O)CC2)c1 (configuration not stated)	-1%	27µM*	26%	37%[activator]	-6%	8%	-2.7	1%	-4
CC1(c2ccc(Cl)cc2)NC(=O)N(CC(=O)N2CCN(S(=O)(=O)c3ccccc3)CC2)C1=O (configuration not stated)	-5%	-6%	25%	-1%	-3%	2%	4.3	8%	-6
Cc1ccc(-n2nc(CC#N)c(C#N)c2N)cc1	0%	-11%	8%	-32%[57.1 µM]	7%	-3%	0.2	7%	-22
O=c1cc(O)c(-c2ccccc2Cl)c(Cl)[nH]1	-3%	0%	0%	0%	-7%	-5%	-0.7	-1%	-5
Fc1ccc(-c2n[nH]c(=S)n2/N=C/c2c[nH]c3ccccc23)cc1	-4%	-6%	x	-28%	-1%	14%	-0.2	-5%	10
CC(C)Nc1nc(Nc2ccc(Cl)cc2F)c2sccc2n1	-20%	-6%	-4%	-7%	-18%	-12%	0.4	5%	-12
CCOc1ccc(C(=O)C(C)=O)c(OCC)c1	3%	-3%	-3%	2%	-8%	-10%	0.1	-1%	-2
O=C(COC(=O)c1ccc(S(=O)(=O)NCc2ccco2)cc1)Nc1ccccc1	0%	-7%	26%	-6%	6%	1%	-0.6	-27%	-7
O=C(O)CCC(=O)Nc1sc2c(c1C(=O)Nc1ccccc1)CCCCC2	11%	u	21%&-16%	-34%	5%	-3%&-3%	-2.6	6%	u
CCOc1ccccc1C1CC(=O)Nc2cc3c(cc21)OCCO3 (configuration not stated)	1%	-11%	u	-12%	-18%	13%	-0.1	12%	-5
